Screens (PubChem BioAssay)
dFosB activator = mouse delta FosB homodimer activation; purified delta FosB, TAMRA-CDK5 oligo fluorescence polarization; percent of positive-control signal above neutral wells; activation, % at 25 µM; actives 0.99% (n = 340,000);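 active = mean activation above about 17%, with every replicate also reaching it, limit read from the data, passing the limit was not always enough; inconclusive = only one of the two conditions met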;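 also: fluorescence polarization rise as delta FosB binds a TAMRA Cdk5 AP-1 oligo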
Target sequence (P13346 whole entry, looked up): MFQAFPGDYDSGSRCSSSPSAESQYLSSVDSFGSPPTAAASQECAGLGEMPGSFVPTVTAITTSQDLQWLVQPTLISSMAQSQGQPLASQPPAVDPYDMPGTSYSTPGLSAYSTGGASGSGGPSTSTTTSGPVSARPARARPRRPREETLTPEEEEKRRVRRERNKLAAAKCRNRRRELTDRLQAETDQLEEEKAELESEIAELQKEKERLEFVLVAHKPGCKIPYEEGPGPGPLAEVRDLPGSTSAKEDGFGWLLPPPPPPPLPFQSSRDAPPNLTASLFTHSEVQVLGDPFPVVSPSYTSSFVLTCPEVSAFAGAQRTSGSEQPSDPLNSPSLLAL
MITF act = MITF TRPM1 promoter activation in melanoma cells; actives 0.75% (n = 300,000); SK-MEL-5 TRPM1-promoter luciferase, 24 h; % of positive control, neutral wells = 0; activation, % at 12.5 µM;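 active = mean activation of at least 80% with every replicate also reaching 80%; inconclusive = mean reaches 80% but some replicate falls short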;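 also: 0% = neutral control wells and 100% = parthenolide positive control wells; values of inactives mirror those of a sister screen read the other way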
PvdQ inh = P. aeruginosa PvdQ acylase inhibition | actives 0.063% (n = 340,000) | purified PvdQ acylase, fluorescence plate reader | inhibition, % at 10 µM; in the data active = inhibition above about 30%, passing the limit was not always enough; inconclusive = no clear call, values can overlap the other calls;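 also: 0% = vehicle neutral wells and 100% = reference inhibitor wells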
SR-BI uptake up = enhances SR-BI lipid uptake from DiI-HDL. activation, % at 12.5 µM. actives 0.096% (n = 320,000). CHO ldlA[mSR-BI] cells, DiI-HDL uptake fluorescence, 3 h; 100 = double the neutral-control signal. AID 504775;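 active = mean replicate activation of at least 60% and every replicate at or above 60%; inconclusive = mean or all-replicate condition met, but not both; inactive = mean below 60% and not all replicates reaching 60%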;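 also: 0% = median plate neutral-control signal and 100% = twice that signal; values of inactives mirror those of a sister screen read the other way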
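Test system: SR-BI-overexpressing, LDLR-lacking CHO cells. Measured by: DiI fluorescence, bottom read. Medium: Ham's F12 with 0.5% BSA, HEPES 25 mM, pH 7.4. Timing: 3 h uptake period with compound, 37 °C.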
CAL PDZ FP-1 = blocks peptide binding to the human CAL PDZ domain; purified CAL PDZ, TMR-peptide fluorescence polarization, 1 h; AID 602252; actives 0.92% (n = 300,000); inhibition, % at 24.9 µM;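 active = mean inhibition of at least 30% with at least half of replicates also reaching 30%; inconclusive = no clear call, values can overlap the other calls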;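 also: 0% = DMSO neutral control and 100% = excess unlabeled competitor peptide PRC23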
NSD2 inh = NSD2 (human) methyltransferase inhibition | AID 743445 | NSD2 peptide methylation, AlphaScreen, 120 min | O96028 | actives 0.54% (n = 310,000) | inhibition, % at 12.5 µM; in the data active = inhibition above about 50%
SR-BI DiI inh = blocks mouse SR-BI lipid uptake from DiI-HDL; inhibition, % at 12.5 µM; actives 0.96% (n = 320,000); ldlA[mSR-BI] CHO cells, DiI-HDL uptake fluorescence, 3 h; Q61009;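 active = mean replicate inhibition of at least 70% and a set share of replicates each scoring 70 or more; inconclusive = meets just one of the two criteria; inactive = fails both criteria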;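 also: 0% = median of neutral control wells and 100% = median of positive control wells; values of inactives mirror those of a sister screen read the other way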
Target sequence (Q61009 whole entry, looked up): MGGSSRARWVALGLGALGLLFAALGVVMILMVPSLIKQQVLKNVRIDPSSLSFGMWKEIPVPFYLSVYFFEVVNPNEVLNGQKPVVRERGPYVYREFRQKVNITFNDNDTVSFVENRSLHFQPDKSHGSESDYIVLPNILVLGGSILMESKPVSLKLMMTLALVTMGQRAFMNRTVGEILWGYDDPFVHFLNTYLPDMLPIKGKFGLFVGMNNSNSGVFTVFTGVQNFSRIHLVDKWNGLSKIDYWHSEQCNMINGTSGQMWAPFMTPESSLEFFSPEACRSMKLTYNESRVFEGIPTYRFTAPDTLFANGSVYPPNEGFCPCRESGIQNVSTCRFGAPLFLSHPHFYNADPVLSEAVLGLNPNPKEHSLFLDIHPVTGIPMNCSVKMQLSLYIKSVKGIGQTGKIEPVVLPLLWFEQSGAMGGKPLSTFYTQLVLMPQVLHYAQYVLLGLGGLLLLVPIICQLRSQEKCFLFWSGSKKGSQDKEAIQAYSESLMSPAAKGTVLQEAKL
PfHsp90 yeast 2 = inhibits growth of yeast expressing Plasmodium falciparum Hsp90. S. cerevisiae expressing PfHsp90, BacTiter-Glo ATP, 48 h; yeast lacking PDR1 and PDR3 efflux regulators. inhibition, % at 9.4 µM. actives 0.32% (n = 310,000);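 active = every replicate shows inhibition above about 80%, whatever the replicate mean, limit read from the data; inconclusive = mean inhibition reaches the set limit but some replicate falls short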;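 also: 0% = DMSO neutral controls and 100% = 20 µM radicicol positive controls; yeast relying on Plasmodium falciparum Hsp90 in place of its own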
Rtt109 Vps75 = C. albicans Rtt109 histone acetyltransferase inhibition; AID 540336; actives 0.16% (n = 330,000); inhibition, % at 34.9 µM; purified Rtt109/Vps75, ThioGlo CoA-SH fluorescence, 4 h;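 active = inhibition of at least 50% in every replicate; inconclusive = best replicate reaches 50% inhibition but some replicates fall short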
CAL PDZ FP-2 = blocks peptide binding to human CAL PDZ domain; Q9HD26; purified CAL PDZ, TMR-peptide fluorescence polarization, 1 h; inhibition, % at 20 µM; actives 0.02% (n = 330,000); AID 504414;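 active = highest replicate inhibition of at least 40%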;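 also: plate controls were DMSO neutral control wells for no effect and unlabeled competitor peptide control wells for full effect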
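Material: tagged CAL PDZ domain; buffer or medium: 25 mM sodium phosphate pH 7.4, 150 mM NaCl, TCEP, IgG, Thesit; compound dosing: single point, 20 µM; schedule: 1 h incubation at room temperature before polarization reading; measured by: FP readout, S and P plane fluorescence; read-out basis: percent inhibition from loss of millipolarization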
Active calls of the source: *; ? = inconclusive; . = no result given. No enrichment for hits; about 4.3% have a hit in one of these screens.

SMILES	dFosB activator	MITF act	PvdQ inh	SR-BI uptake up	CAL PDZ FP-1	NSD2 inh	SR-BI DiI inh	PfHsp90 yeast 2	Rtt109 Vps75	CAL PDZ FP-2
O=c1c2ccccc2ncn1-c1ccc([N+](=O)[O-])cc1Cl	1	-9	-3	-1	0	24	1	-8	-2	-0.1
CC(C)(C)NC(=O)c1cccc(NC(=O)Cc2cccs2)c1	1	-8	-16	-4	-3	0	4	27	-1	-2.9
CC(C)c1ccc(/C=N/NC(=O)CC(=O)NCc2ccccc2)cc1	-3	-7	0	-2	5	-1	2	22	-1	-0.1
CCOC(=O)C1CCCN(C(=O)c2cc3c(=O)n(C)c4ccccc4c3n2C)C1 (configuration not stated)	-18	.	-13	5	.	.	-5	.	4	-0.8
CC(CC(=O)NC1CCSC1=O)c1ccccc1 (configuration not stated)	-12	-1	-14	22	0	0	-22	12	0	-2.4
O=C(c1cccc(F)c1)N1CCc2ccccc2C1	2	18	-13	21	-4	-2	-21	14	-17	-0.2
C[C@]1(O)CC(=O)C=C[C@H]1Nc1ccccc1	-2	-7	-12	1	-4	.	-1	25	2	-0.7
Cc1cc(=O)n2nc(N3CCC(C(=O)NC4CCCc5ccccc54)CC3)sc2n1 (configuration not stated)	2	-5	13	-23	-1	14	23	-10	9	-0.5
CCc1ccc(C(C)NC(=O)C2(C)CC2(Br)Br)cc1 (configuration not stated)	-13	4	-14	18	-1	-1	-18	25	15	-0.3
COc1ccc(CSc2nnc3[nH]c(=O)cc(N)n23)cc1	-8	2	8	17	7	0	-17	19	12	-0.3
COc1ccc(S(=O)(=O)N2CCN(Cc3cccc([N+](=O)[O-])c3)CC2)cc1	-4	.	-5	18	.	2	-18	13	-11	-0.7
COc1ccc(N(CCC(=O)Nc2ccccc2F)S(=O)(=O)c2ccc(C)cc2C)cc1	-8	-3	-10	11	-1	-1	-11	.	-5	-3.2
CCc1ccc(-n2c(Cc3ccccc3)n[nH]c2=S)cc1	-5	12	-5	.	8	.	.	.	6	-0.6
CCC(=O)N1CC2(C)CN(C(=O)CC)CC(C)(C1)C2	-2	2	-15	5	-3	-1	-5	-6	-8	0.2
CC1CN(C(=O)c2cccn(Cc3c(Cl)cccc3Cl)c2=O)CC(C)O1 (configuration not stated)	-1	-3	-8	4	-1	-2	-4	-28	1	-6.7
CCOC(=O)C1Nc2ccc(C(F)(F)F)cc2C2C=CCC12 (configuration not stated)	-12	1	3	-44	-2	.	44	11	7	0.2
Cc1ccc(-c2nn(-c3ccccc3)cc2NC(=O)c2ccccc2)cc1	-6	40	1	-56	4	-1	56	-12	-6	-0.7
Cc1cccc(CCN(Cc2cc3cccc(C)c3[nH]c2=O)C(=O)N2CCOCC2)c1	-16	2	-6	20	-2	11	-20	7	2	-4.1
CCc1cccc(NC(=O)CC2Oc3ccccc3NC2=O)c1 (configuration not stated)	21*	-3	-7	2	-3	-1	-2	-31	-10	-0.2
CCn1cc(C(=O)NCCC(C)C)c(=O)c2cc(F)c(N3CCN(C(=O)c4ccco4)CC3)cc21	-12	-15	-12	-55	4	-4	55	8	-3	-0.7
COc1ccc(NS(=O)(=O)c2ccc3oc4ccccc4c3c2)cn1	-3	-9	11	15	-5	1	-15	-23	8	-0.9
O=C(N=Nc1c(O)n(Cc2ccccc2)c2ccccc12)c1cc2ccccc2cc1O	-13	89*	1	1	-2	-1	-1	8	-2	-0.1
Cn1c(C(=O)OCC(=O)NCC2CCCO2)cc2sccc21 (configuration not stated)	-3	4	8	3	-2	1	-3	6	12	-1.8
CC(C)CN(C(=O)COC(=O)CNC(=O)c1ccccc1F)C1CCS(=O)(=O)C1 (configuration not stated)	-1	8	-15	1	-3	0	-1	10	-2	-20
COc1cccc2c1cc1c(=O)n(CC(=O)NCCCN3CCCCC3)nc(C)n12	2	4	-12	17	-5	.	-17	-6	-2	-2.7

More compounds follow.
SMILES	dFosB activator	MITF act	PvdQ inh	SR-BI uptake up	CAL PDZ FP-1	NSD2 inh	SR-BI DiI inh	PfHsp90 yeast 2	Rtt109 Vps75	CAL PDZ FP-2
CCc1ccc2cccc3c2c1N=CN3C	-2	.	-11	10	.	112*	-10	12	0	-0.6
Cc1ccsc1/C=N/NC(=O)Cn1cnc2ccccc21	-4	4	0	-7	-4	-2	7	10	1	-2.0
Cc1cc(C)nc(Nc2ccc(F)cc2)n1	4	10	-1	-15	-4	0	15	-2	0	.
COC(=O)c1ccccc1NC1OC(=O)c2ccccc21 (configuration not stated)	1	-6	0	-7	-1	-1	7	-11	-19	.
COc1cccc(C(=O)NCCCNC(=O)c2ccccn2)c1	1	-7	-9	.	.	3	.	-29	-2	-0.9
COC(=O)[C@@H]1CC[C@@](C)(c2ccc(OC)cc2)C1(C)C	-2	4	-8	9	0	.	-9	5	-5	0.1
CN(C)/C=C1\C(=O)ON=C1c1ccccc1	4	4	7	24	-5	0	-24	-12	-12	-0.1
Cc1onc(-c2ccc(Cl)cc2)c1-c1ccnn1S(=O)(=O)c1ccc(Cl)cc1	-2	.	-9	-19	.	-2	19	13	-5	0.8
Cc1cc(OCC(=O)Nc2ccncc2)c(C)cc1Br	-16	1	1	16	-2	-1	-16	.	20	-1.3
CC(C)n1c(=S)[nH]c2scc(-c3cccs3)c2c1=O	-9	-3	3	7	-1	13	-7	-74	10	1.3
CN(C)CCCN(C(=O)c1ccc2c(c1)CCCC2)c1nc2c(F)cccc2s1	-11	-10	-3	1	.	8	-1	9	-3	-2.8
CCN(Cc1ccccc1)S(=O)(=O)c1c(N)n(C)c(=O)n(C)c1=O	-10	-7	-8	.	.	-1	-36	19	-3	-0.8
CN(CCC#N)Cc1cc(=O)oc2ccc3ccccc3c12	-13	8	-7	-11	-1	-3	11	2	3	-0.5
N#Cc1nc(COc2ccc(Cl)cc2)oc1NCc1ccc2c(c1)OCO2	6	-10	-14	9	-16	1	-9	4	-5	.
Cc1cc(NC(=O)c2ccc(F)cc2F)n(-c2nc3ccccc3[nH]2)n1	8	-4	-4	-38	-1	-4	38	.	-6	0.4
COc1ccc(N2C(=O)N3[C@H](c4ccc(Cl)cc4)[C@@H]4C(=O)N(C5CCCCC5)C(=O)[C@@H]4[C@]3(Cc3ccc(Cl)cc3)C2=O)cc1	-8	11	-18	18	-5	.	-18	8	-1	0.5
COc1ccc(Nc2nc(N)nc(CN3CCN(c4ccc(F)cc4)CC3)n2)cc1	-6	-21	17	-8	-4	2	8	-8	14	-2.2
Cc1cc(C(=O)OCC(=O)N(C)c2ccccc2)c2ccccc2n1	-10	-3	-16	-23	3	2	23	9	2	-0.5
O=C(CCCN=C1NS(=O)(=O)c2ccccc21)Nc1ccc(Cl)cc1	1	-4	-4	-6	-1	-2	6	5	0	-1.6
Cc1ccccc1S(=O)(=O)N1[C@@H](c2ccc(Br)cc2)C(C(=O)O)=CC[C@H]1c1ccc(Cl)cc1	-23	5	-21	-10	-1	.	10	-32	5	-0.4
CCc1ccccc1NC(=S)Nn1cnnc1	1	7	21	18	-4	-3	-18	9	13	-3.0
Cc1ccc(CC2CC(=O)N(c3ncccn3)C2=O)cc1 (configuration not stated)	-8	-2	-14	6	-1	-2	-6	21	2	-0.9
Cc1nc2c(C(=O)NCc3ccc4c(c3)OCO4)c[nH]n2c(=O)c1Cc1ccccc1F	-20	6	-16	-32	-5	1	32	-1	-2	.
Cc1ccc(S(=O)(=O)N2CC(=NN=C(N)N)C2)cc1	-5	.	-8	.	-1	1	.	11	0	-0.8
Oc1ccc(-c2nc3ccccn3c2NCc2ccco2)cc1	-3	17	-2	-16	-1	0	16	-1	-7	-0.8

Random excerpt: two entries already listed, in no set order.
SMILES	dFosB activator	MITF act	PvdQ inh	SR-BI uptake up	CAL PDZ FP-1	NSD2 inh	SR-BI DiI inh	PfHsp90 yeast 2	Rtt109 Vps75	CAL PDZ FP-2
Cn1c(C(=O)OCC(=O)NCC2CCCO2)cc2sccc21 (configuration not stated)	-3	4	8	3	-2	1	-3	6	12	-1.8
CCc1ccc(-n2c(Cc3ccccc3)n[nH]c2=S)cc1	-5	12	-5	.	8	.	.	.	6	-0.6

(further entries)
SMILES	dFosB activator	MITF act	PvdQ inh	SR-BI uptake up	CAL PDZ FP-1	NSD2 inh	SR-BI DiI inh	PfHsp90 yeast 2	Rtt109 Vps75	CAL PDZ FP-2
Fc1ccc(-c2csc(-c3ccc(C4SCCS4)cc3)n2)cc1F	4	28	4	3	0	-2	-3	-6	-2	0.4
Cc1ccc(NS(=O)(=O)c2cccc(C(=O)NNC(=O)NC3CCCCC3)c2)c(C)c1	-17	-7	-12	3	-6	2	-3	-59	8	-0.7
C#CCOCCOCCOCCNc1nc(N2CCN(C(=O)[C@H](CC(N)=O)n3cc([C@@H](N)CC(N)=O)nn3)CC2)nc(N2CCN(C(=O)[C@H](CC(N)=O)n3cc([C@@H](N)CC(N)=O)nn3)CC2)n1	6	6	1	-1	1	.	1	11	17	-0.7
C(=N\N1CCN(Cc2ccccc2)CC1)/c1ccccc1	-5	62	-1	.	.	7	.	-7	-6	-1.1
O=C(/C=C/c1cccs1)Nc1scc(-c2ccccc2)c1C(=O)O	-9	26	-9	?	10	.	-199	21	-1	26
O=C(c1ccco1)N(Cc1ccco1)Cc1cc2ccccc2[nH]c1=O	1	2	-10	-4	-1	2	4	16	-3	-0.6
C=CS(=O)(=O)N(Cc1ccc(Cl)c(Cl)c1)C[C@@H](O)CO	4	33	-6	30	-4	.	-30	-15	3	-0.3
O=C(CCN1CCc2ccccc2C1)Nc1ccccc1F	0	10	-5	7	1	2	-7	7	-9	-0.4
CSc1ccc(CCNC(=O)CSc2ccsc2[N+](=O)[O-])cc1	-2	.	3	-7	-1	-3	7	9	31	-3.4
CC1CCc2nn(CC(=O)NCCN3CCCCC3C)cc2C1 (configuration not stated)	4	-1	-6	7	0	.	-7	-11	-1	0.5
COc1cc(-c2noc(C)c2C#CC2(N)CCCCC2)cc(OC)c1OC	1	-5	-1	-40	-1	.	40	-6	4	-1.0
Cn1nc(-c2ccc(C(=O)O)cc2)c2ccccc2c1=O	-8	.	-12	7	0	-1	-7	2	1	-1.3
Cc1ccc(C)c(S(=O)(=O)N2CC(=O)Nc3ccccc32)c1	-4	14	-5	-3	5	3	3	13	-2	0.0
O=C1c2ccccc2C(=O)N1CC1c2ccccc2CCN1C(=O)C1CCCCC1 (configuration not stated)	-10	-6	-9	-10	-2	-1	10	16	10	-3.3
O=C(NN=Cc1ccccc1O)C(O)c1ccccc1 (configuration not stated)	0	-6	-19	-2	-2	2	2	-31	-17	-1.5
